Compound activity (PubChem BioAssay)
MEKK2wt PB1 HTS: raises or lowers MEK5 binding to wildtype human MEKK2 PB1 domain; Q9Y2U5; bead flow cytometry, Alexa488-MEK5 binding to MEKK2 WT; actives lie on both sides; binding response (% of control), % at 10 µM; 290,000 tested, 1.1% active; in the data active = binding response below about 67% or above about 130%
PfM18AAP inh: blocks P. falciparum M18 aspartyl aminopeptidase | recombinant PfM18AAP, H-Glu-NHMec fluorogenic cleavage | inhibition, % at 7.35 µM | 290,000 tested, 1.2% active | AID 1822;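 active = inhibition above the campaign mean inhibition over all tested compounds plus 3 SD, cut at about 28% in these data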;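 note: 0% = plate median of test compound wells and 100% = 2 mM ZnCl2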
OXTR potentiate: human OXTR potentiation; activation, % at 3 µM; P30559; 320,000 tested, 0.061% active; CHO-OTR cells, Fluo-8 calcium fluorescence, potentiator mode; 0% = oxytocin EC15, 100% = EC100;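 active = activation above that plate's cutoff, the mean activation of tested compounds plus 3 SD, cut at about 6.6% in these data, passing the limit was not always enough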;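 note: 100% uses oxytocin at 75 nM as the full agonist control; some results filed as inactive read as strong as hits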
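Measured by – Fluo-8 calcium dye fluorescence · Test system – human OTR in CHO cells · Dosing – one concentration, 3.0 µM compound · Controls – EC15 oxytocin alone as 0%, 75 nM oxytocin as 100% · Evaluation – normalized max/min fluorescence ratio, % activation · Timing – 6 min pre-incubation, 100 s read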
NALP1 yeast inh: blocks the NALP1 inflammasome reconstituted in yeast; S. cerevisiae NALP1/ASC/caspase-1 growth, X-gal OD620, 72 h; inhibition, % at 10 µM; 280,000 tested, 0.61% active; AID 2071; in the data active = inhibition mostly above about 24%, no sharp cut-off; inactive = mostly below about 32%; note: some compounds called inactive have numbers as strong as hits
GPR7 antag: blocks human GPR7 receptor signaling; inhibition, % at 4.4 µM; P48145; 290,000 tested, 1.1% active; GPR7-expressing cells, fluorescence antagonist assay; in the data active = inhibition above about 16%, passing the limit was not always enough;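 note: cells stimulated with the agonist NPW; 0% = agonist with vehicle and 100% = vehicle without agonist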
Target sequence (P48145 whole entry, looked up): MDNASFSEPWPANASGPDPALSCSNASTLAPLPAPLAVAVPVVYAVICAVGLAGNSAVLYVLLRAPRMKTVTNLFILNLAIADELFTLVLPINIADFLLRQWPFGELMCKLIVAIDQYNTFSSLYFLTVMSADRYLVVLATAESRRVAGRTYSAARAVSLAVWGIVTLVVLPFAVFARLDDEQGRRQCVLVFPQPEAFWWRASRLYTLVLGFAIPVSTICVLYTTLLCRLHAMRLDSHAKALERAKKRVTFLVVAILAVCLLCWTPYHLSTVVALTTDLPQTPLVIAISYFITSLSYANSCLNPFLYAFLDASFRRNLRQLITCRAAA
MEKK2mut PB1 HTS: signal of MEK5 binding to mutant human MEKK2 PB1 domain. bead flow cytometry, Alexa488-MEK5 binding to MEKK2 mutant. percent response, % at 10 µM. 290,000 tested, 0.35% active. AID 1530; in the data active = percent response above about 24%, passing the limit was not always enough; note: inactives centre near 1; some results filed as inactive read as strong as hits
V1R ag counter: counter-screen for oxytocin receptor agonists: human V1a receptor agonists. P37288. CHO-V1R cells, Fluo-8 calcium fluorescence, agonist mode; 0% DMSO, 100% 3 nM vasopressin. activation, % at 3 µM. 320,000 tested, 0.25% active. AID 2797;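 active = activation above the mean activation of all tested compounds plus 3 SD, per screening run, cut at about 20% in these data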;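 note: signal is peak over basal fluorescence ratio across a 100 second FLIPR read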
Target sequence (P37288 whole entry, looked up): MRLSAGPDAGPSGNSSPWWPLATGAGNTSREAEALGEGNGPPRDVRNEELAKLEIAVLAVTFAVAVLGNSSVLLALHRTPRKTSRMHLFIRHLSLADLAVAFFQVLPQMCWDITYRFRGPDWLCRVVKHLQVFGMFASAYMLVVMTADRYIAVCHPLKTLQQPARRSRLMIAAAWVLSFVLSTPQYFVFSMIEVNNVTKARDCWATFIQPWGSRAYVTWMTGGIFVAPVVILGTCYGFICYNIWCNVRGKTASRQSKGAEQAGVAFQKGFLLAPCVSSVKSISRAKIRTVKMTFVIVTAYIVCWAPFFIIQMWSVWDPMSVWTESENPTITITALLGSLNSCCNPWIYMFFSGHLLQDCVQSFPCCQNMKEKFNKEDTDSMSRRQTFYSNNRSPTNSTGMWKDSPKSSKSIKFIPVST
OXTR ag: human OXTR agonism. 320,000 tested, 0.32% active. CHO-OTR cells, Fluo-8 calcium fluorescence; normalized: DMSO 0%, oxytocin 100%. P30559. activation, % at 3 µM. AID 2435;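 active = activation above the mean of all tested compounds plus 3 SD, cutoff set per screening run, cut at about 20% in these data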;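 note: peak over basal fluorescence ratio from a 100 s FLIPR kinetic read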
GalR3 antag: human GalR3 antagonism | AID 651719 | O60755 | inhibition, % at 3 µM | 360,000 tested, 0.44% active | HEK293 GalR3-CNG cAMP membrane potential fluorescence; galR3 body fused to GalR1 C-terminus;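 active = inhibition above the screen-wide average plus 3 SD, cut at about 13% in these data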;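 note: forskolin and galanin both at EC90 stimulate the cells; cAMP rise reported by CNG channel membrane potential dye signal; 0% = forskolin plus galanin with DMSO and 100% = forskolin alone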
Target sequence (O60755 1-299 limits assumed): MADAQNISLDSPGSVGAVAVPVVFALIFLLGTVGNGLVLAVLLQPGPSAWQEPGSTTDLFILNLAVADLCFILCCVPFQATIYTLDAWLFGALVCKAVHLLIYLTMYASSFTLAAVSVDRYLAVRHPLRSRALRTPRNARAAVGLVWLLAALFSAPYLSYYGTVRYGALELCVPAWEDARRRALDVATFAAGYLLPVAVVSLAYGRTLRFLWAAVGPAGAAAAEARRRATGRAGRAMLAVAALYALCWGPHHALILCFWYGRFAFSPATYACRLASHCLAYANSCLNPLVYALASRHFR
* hit, by the source's call; / = no result given; & = joins results of further samples.

Start of the data: the first 2 entries (preview)
SMILES	MEKK2wt PB1 HTS	PfM18AAP inh	OXTR potentiate	NALP1 yeast inh	GPR7 antag	MEKK2mut PB1 HTS	V1R ag counter	OXTR ag	GalR3 antag
O=C(COc1ccc(Cl)cc1Cl)Nc1ccccc1NS(=O)(=O)c1cccs1	96	-12	-15	2	-12	-3	6.9	5.7	-5
COCc1c(C(=O)N2CCN(Cc3ccc(C#N)cc3)CC2)oc2ccccc12	108	0	-4	15	3	10	2.1	-0.7	-3

The list itself, from the start:
SMILES	MEKK2wt PB1 HTS	PfM18AAP inh	OXTR potentiate	NALP1 yeast inh	GPR7 antag	MEKK2mut PB1 HTS	V1R ag counter	OXTR ag	GalR3 antag
O=C(COc1ccc(Cl)cc1Cl)Nc1ccccc1NS(=O)(=O)c1cccs1	96	-12	-15	2	-12	-3	6.9	5.7	-5
COCc1c(C(=O)N2CCN(Cc3ccc(C#N)cc3)CC2)oc2ccccc12	108	0	-4	15	3	10	2.1	-0.7	-3
CCOc1ccc(NC2c3ccccc3C(=O)N2c2ccc(Cl)cn2)cc1 (stereo not drawn)	103	4	-3	-86	-8	7	1.7	-0.8	/
CCOC(=O)N1CCN(C(=O)CN(c2ccc(OCc3ccccc3)cc2)S(C)(=O)=O)CC1	96	-8	-8	-1	-16	2	1.4	1.0	-1
Cc1ccc(C)c(NC(=O)CSc2n[nH]c(-c3ccncc3)n2)c1	114	-11	-9	-14	-2	15	-0.5	-1.1	-1
O=C(CCN1C(=O)/C(=C/c2ccc(F)cc2)SC1=S)NC1C=CS(=O)(=O)C1 (stereo not drawn)	101	14	-3	0	-3	12	2.6	3.8	-3
S=c1[nH]nc(COc2ccccc2)n1/N=C/c1ccc(Cl)cc1	104	7	/	6	-14	4	/	/	-8
CC1CC(C)CN(C(=O)COc2ccc([N+](=O)[O-])cc2Cl)C1 (stereo not drawn)	101	-3	-18	3	-14	4	0.3	-1.1	-4
COc1ccc(C(=O)Nc2ccc(S(=O)(=O)Nc3nccnc3OC)cc2)cc1	110	-4	-4	-4	-7	6	0.3	0.0	0
CCOC(=O)c1cccnc1SCc1cc(=O)n2ccccc2n1	107	1	-4	4	-1	3	0.7	0.6	-5
COC(=O)C1=C(C)NC2=C(C(=O)CCC2)C1c1cn(Cc2ccc(Cl)cc2Cl)nc1-c1ccccc1 (stereo not drawn)	105	2	-2	11	-16	3	0.1	-1.3	37*
CCC(=O)Nc1ccc(NC(=O)CSc2nnnn2C(C)C)cc1	109	1	-1	30	0	6	1.3	0.4	-1

Shown with bars between the fields: part of the list above
Compound | MEKK2wt PB1 HTS | PfM18AAP inh | OXTR potentiate | NALP1 yeast inh | GPR7 antag | MEKK2mut PB1 HTS | V1R ag counter | OXTR ag | GalR3 antag
CCOC(=O)c1cccnc1SCc1cc(=O)n2ccccc2n1 | 107 | 1 | -4 | 4 | -1 | 3 | 0.7 | 0.6 | -5
COC(=O)C1=C(C)NC2=C(C(=O)CCC2)C1c1cn(Cc2ccc(Cl)cc2Cl)nc1-c1ccccc1 (stereo not drawn) | 105 | 2 | -2 | 11 | -16 | 3 | 0.1 | -1.3 | 37*

(listing goes on)
SMILES	MEKK2wt PB1 HTS	PfM18AAP inh	OXTR potentiate	NALP1 yeast inh	GPR7 antag	MEKK2mut PB1 HTS	V1R ag counter	OXTR ag	GalR3 antag
C[C@H](CO)N1C[C@H](C)[C@@H](CN(C)C(=O)Nc2ccc3c(c2)OCO3)Oc2ccc(NC(=O)CCN3CCOCC3)cc2C1=O	/	/	3	/	/	/	-0.3	0.1	-6
CCN(C[C@H]1N[C@@](Cc2ccccc2)(C(=O)OC)[C@H]2C(=O)N(Cc3ccccc3)C(=O)[C@@H]12)S(=O)(=O)c1ccccc1	/	/	-7	/	/	/	1.1	3.1	-5
CCN(CC)S(=O)(=O)c1ccc2c(c1)N(CC(=O)NCCc1ccc(S(N)(=O)=O)cc1)C(=O)CO2	101	-6	-14	-2	-12	1	-0.8	-0.4	0
CCOC(=O)C1CCN(S(=O)(=O)c2cn(C)cn2)CC1	93	-3	-4	0	-2	-7	1.2	-0.1	-2
N#CCCC(CCC#N)(CCC#N)c1cc[n+](CCc2ccccn2)cc1	/	/	5	/	/	/	2.1	1.3	-4
COc1ccccc1C1=Nc2cccc3cccc(c23)N1	90	-6	8	10	13	-6	-0.6	-0.1	-5
O=C1CCCCCCCCCC/C(=N\O)CCCO1	/	/	1	/	/	/	-0.7	-2.1	-2
O=C(CN1CCN(S(=O)(=O)c2ccccc2)CC1)NCc1ccccc1	98	4	-7	9	8	4	0.2	0.6	0
O=[N+]([O-])c1cc(F)c(N2CCOCC2)cc1N1CCCCC1	100	5	-1	4	-3	2	-1.6	-0.8	-7
Cc1ccc(C)c(S(=O)(=O)N2CCC3(CC2)OCCN3S(=O)(=O)c2cccs2)c1	/	/	0	/	/	/	-0.5	-1.0	-6
COc1ccc(-c2csc(NC(=O)CSCc3c(C)noc3C)n2)cc1OC	103	-3	-8	16	-13	1	7.8	-0.6	1
CN1CC(=O)Nc2ccc(Br)cc2C1=O	102	1	-1	3	2	0	0.4	0.8	-6

Profiles from above. Values in the order: MEKK2wt PB1 HTS | PfM18AAP inh | OXTR potentiate | NALP1 yeast inh | GPR7 antag | MEKK2mut PB1 HTS | V1R ag counter | OXTR ag | GalR3 antag
Entry for `CCOC(=O)N1CCN(C(=O)CN(c2ccc(OCc3ccccc3)cc2)S(C)(=O)=O)CC1` → 96 | -8 | -8 | -1 | -16 | 2 | 1.4 | 1.0 | -1
Entry for `COC(=O)C1=C(C)NC2=C(C(=O)CCC2)C1c1cn(Cc2ccc(Cl)cc2Cl)nc1-c1ccccc1` (stereo not drawn) → 105 | 2 | -2 | 11 | -16 | 3 | 0.1 | -1.3 | 37*
Entry for `O=C(CCN1C(=O)/C(=C/c2ccc(F)cc2)SC1=S)NC1C=CS(=O)(=O)C1` (stereo not drawn) → 101 | 14 | -3 | 0 | -3 | 12 | 2.6 | 3.8 | -3
Entry for `O=[N+]([O-])c1cc(F)c(N2CCOCC2)cc1N1CCCCC1` → 100 | 5 | -1 | 4 | -3 | 2 | -1.6 | -0.8 | -7

Taken from the results shown, 2 compounds:
SMILES	MEKK2wt PB1 HTS	PfM18AAP inh	OXTR potentiate	NALP1 yeast inh	GPR7 antag	MEKK2mut PB1 HTS	V1R ag counter	OXTR ag	GalR3 antag
COc1ccc(-c2csc(NC(=O)CSCc3c(C)noc3C)n2)cc1OC	103	-3	-8	16	-13	1	7.8	-0.6	1
CN1CC(=O)Nc2ccc(Br)cc2C1=O	102	1	-1	3	2	0	0.4	0.8	-6

Carrying on:
SMILES	MEKK2wt PB1 HTS	PfM18AAP inh	OXTR potentiate	NALP1 yeast inh	GPR7 antag	MEKK2mut PB1 HTS	V1R ag counter	OXTR ag	GalR3 antag
CC(=O)NC(CC(=O)Nc1nc(C)cs1)c1ccccc1 (stereo not drawn)	93	2	-6	5	-9	-8	0.1	-0.8	-8
CC(=O)Nc1ccc(OCC(O)CN2CCCCC2C)cc1 (stereo not drawn)	102	-13	2	33	-9	-2	0.8	-1.1	-1
COc1ccc(S(=O)(=O)N(C)c2ccc(C(=O)N3CCCC3)cc2)cc1OC	87	-7	-13	21	-14	-7	-0.8	3.4	6
COc1ccc(C2c3[nH]c4ccccc4c3CCN2CCCn2cccn2)c(F)c1 (stereo not drawn)	91	3	-5	/	6	-15	-0.3	-0.6	-4
Cc1ccc(OCc2nnc(NC(=O)Cc3cccs3)s2)cc1	101	7	/	-6	-11	3	/	/	-5
Cc1ccc(N2CC(C(=O)NCCS(=O)(=O)N3CCN(c4ccccc4)CC3)CC2=O)cc1C (stereo not drawn)	100	-7	5	2	-9	3	2.3	0.4	-5
CC(=O)c1ccc(OCc2cc(C(=O)N(C)CCN3CCOCC3)no2)cc1	102	-9	-2	12	-6	4	2.0	0.0	1
COc1cc([N+](=O)[O-])cc(/C=N/N(CCC#N)C(C)=O)c1O	97	-3	-8	8	-11	-5	0.6	0.1	-6
CC(C)NCC(=O)C12CC3CC(CC(C3)C1)C2	97	2	5	9	-8	2	0.4	0.8	4
COc1ccc(C(=O)NCCn2cc(SCC(=O)NCC3CCCO3)c3ccccc32)cc1OC (stereo not drawn)	101	-5	-12	17	18	1	7.1	-0.5	-1
Cc1onc(-c2c(F)cccc2Cl)c1C(=O)NCCO	76	-4	-7	9	-6	-13	0.7	-0.2	0
CCn1c(=O)c2cc(C(=O)NCc3cccs3)sc2c2ccccc21	96	2	-4	19	-17	13	0.0	-2.7	/
CCOC(=O)Cn1c(=O)oc2cc(S(=O)(=O)N3CCN(C(=O)OCC)CC3)ccc21	102	-2	-3	34	6	-1	0.4	0.4	-10
Cc1ccc(C2=NN(CC(=O)O)C(=O)CC2)cc1	98	-1	-5	-4	-13	0	0.2	-0.3	-7
CC(C)c1ccc(N(C(=O)CNC(=O)c2ccco2)C(C(=O)NC2CCCC2)c2ccncc2)cc1 (stereo not drawn)	105	-2	-9	-11	1	5	1.8	2.1	-7
C=CCNc1oc(-c2cccc3ccccc23)nc1C#N	101	8	-9	5	-7	4	0.3	-2.1	-11
CCCCSc1nc(O)cc(=O)n1CC	97	1	-4	-3	-1	-3	2.6	-0.1	-4
S=C(NCCc1ccccc1)NN=C1CCCCCC1	94	8	-16	-24	-11	-2	-0.3	-2.3	-1
O=c1c2[nH]c3ccccc3c2ncn1CCN1CCOCC1	108	3	-10	7	-7	0	0.3	1.8	0
O=C1c2ccccc2C(=O)N1CC#CCN1CCN(C(c2ccccc2)c2ccccc2)CC1	108	-4	0	38	-5	9	0.0	-0.6	-1
N#Cc1ccccc1COC(=O)CCCC1=NS(=O)(=O)c2ccccc2N1	112	2	-11	8	-12	7	8.9	4.7	-7
CN(CC(=O)Nc1ccc(F)cc1)CC(=O)N1CCCCCC1	/	/	-1	/	/	/	-0.2	-0.1	-6
Cc1cc(C)cc(N(CC(=O)NC2CCCC2)C(=O)CCC(=O)Nc2nccs2)c1	104	1	-4	10	5	-4	1.1	0.5	-7
Cc1cccc(CCN2CCC(C(=O)c3ccc(NS(C)(=O)=O)cc3)CC2)n1	108&100	1	-9	9	-4	4&0	1.2	0.0	/
CC(CC12CC3CC(CC(C3)C1)C2)NCc1ccccc1O (stereo not drawn)	120	10	-13	27	17	9	5.3	7.4	-13
COc1ccccc1N1CCN(C(=O)c2n[nH]c3ccccc23)CC1	112	4	-12	1	-5	-2	0.4	2.2	-3
COCCN1C=C2C(=O)C(C)(OC(=O)C3CCCC3)C(=O)C(c3ccccc3)=C2C=C1CCCC(=O)OC (stereo not drawn)	72	/	-5	/	/	2	-0.4	0.0	-6
Nc1ccccc1C(=O)NCC1(c2ccccc2)CCCC1	107	2	3	-2	-12	7	-0.7	-2.4	-1
COCCN(C(=O)COC(=O)c1cccs1)c1c(N)n(Cc2ccccc2)c(=O)[nH]c1=O	104	2	-5	7	-9	4	0.0	-0.6	0
COc1cc(CC(=O)OCC(=O)N2C(C)CCCC2C)cc(OC)c1OC (stereo not drawn)	102	-8	-10	18	-3	-2	1.7	2.1	-10
CCCOc1ccc(-c2nn(-c3ccccc3)cc2/C=C2\SC(N)=NC2=O)cc1	98	0	-4	24	-6	-2	0.2	0.4	-3
O=C(NCCC1=CCCCC1)C(=O)NCc1ccncc1	107	-6	-2	-3	-3	1	2.2	0.2	-2
